# CBFb-RUNX1 inh = inhibitors of human CBF-beta and RUNX1 interaction | AlphaScreen CBFb-His/RUNX1-biotin binding, biochemical | Potency, µM (series often up to 59.8 µM), without a hit: at the highest dose activity, negative = inhibition, actives largely listed as inhibitors | 230,000 tested, under 10 active; also: % of control where 0% means no effect
# Target sequence (Q01196 whole entry, looked up): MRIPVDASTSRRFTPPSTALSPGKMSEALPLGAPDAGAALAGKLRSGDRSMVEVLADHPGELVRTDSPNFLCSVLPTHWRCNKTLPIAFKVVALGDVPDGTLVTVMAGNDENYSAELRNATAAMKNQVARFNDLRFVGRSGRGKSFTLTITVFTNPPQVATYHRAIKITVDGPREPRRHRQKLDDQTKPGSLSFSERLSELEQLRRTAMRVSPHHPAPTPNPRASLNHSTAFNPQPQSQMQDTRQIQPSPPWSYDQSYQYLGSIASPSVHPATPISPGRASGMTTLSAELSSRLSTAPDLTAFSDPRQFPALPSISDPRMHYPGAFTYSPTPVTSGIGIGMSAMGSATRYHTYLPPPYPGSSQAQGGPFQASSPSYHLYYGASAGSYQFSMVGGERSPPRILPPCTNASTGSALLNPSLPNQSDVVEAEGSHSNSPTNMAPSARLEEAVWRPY
# Target sequence (Q13951 whole entry, looked up): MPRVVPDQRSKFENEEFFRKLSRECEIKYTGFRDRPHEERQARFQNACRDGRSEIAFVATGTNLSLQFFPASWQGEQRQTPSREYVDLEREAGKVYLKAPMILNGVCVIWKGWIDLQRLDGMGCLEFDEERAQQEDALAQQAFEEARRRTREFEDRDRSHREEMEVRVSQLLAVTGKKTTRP
#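 CBF-beta (His) and RUNX1 (biotin), 30 nM each; 20 min preassociation; + compound, 15 min; + beads 50 ng each (Ni, streptavidin), 90 min; RT; AlphaScreen read.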
# Epigenetic reg = regulators of epigenetic silencing causing reporter derepression in mouse cells. murine LDR cells, GFP reporter derepression, 30 h. Potency, µM (series often up to 53.9 µM), for the others: top-dose GFP activation, most hits filed as activators. actives 0.2% (n = 280,000). AID 1865; also: potency is read from the fitted curve at half-maximal effect; % of control where 0% means no effect; nearly all actives have a fitted effect of over 60% in size
#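 Readout is the number of GFP-expressing murine LDR cells, counted by cytometry following washing. Cells were treated with compound for 30 h at 37 C; the stably integrated CMV-GFP locus is normally silent.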
# NPSR antag = antagonists of human neuropeptide S receptor cAMP signaling | Q6W5P4 | CHO-NPSR cells, cAMP TR-FRET, antagonist mode | Potency, µM (top dose mostly 38.3 µM), without a hit: top-dose activity change, negative = inhibition, actives largely listed as inhibitors | actives 1% (n = 220,000); also: potency is read from the fitted curve at half-maximal effect; % is scaled to controls: 0 for no effect and ±100 for the full control effect; nearly all actives have a fitted effect of over 50% in size; many of its hits are not listed in these tables
# Target sequence (Q6W5P4 whole entry, looked up): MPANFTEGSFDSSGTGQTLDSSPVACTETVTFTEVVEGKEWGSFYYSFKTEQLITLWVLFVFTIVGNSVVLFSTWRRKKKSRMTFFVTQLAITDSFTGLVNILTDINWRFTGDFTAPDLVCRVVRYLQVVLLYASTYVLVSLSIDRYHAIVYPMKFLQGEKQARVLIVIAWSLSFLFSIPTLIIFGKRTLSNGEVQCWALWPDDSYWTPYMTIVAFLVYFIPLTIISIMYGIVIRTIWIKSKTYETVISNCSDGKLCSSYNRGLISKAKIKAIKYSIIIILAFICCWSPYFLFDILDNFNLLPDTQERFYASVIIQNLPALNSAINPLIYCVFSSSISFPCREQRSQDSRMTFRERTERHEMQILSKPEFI
# KinaseGlo FLuc = Kinase-Glo luciferase inhibition (counter-screen) | Potency, µM (top dose mostly 38.3 µM), for the others: at the highest dose activity change, negative = inhibition, hits mostly inhibitors | Kinase-Glo luciferase, ATP luminescence, 8 min | AID 1379 | Q27757 | actives 0.28% (n = 200,000); also: potency is read from the fitted curve at half-maximal effect; % is scaled to controls: 0 for no effect and ±100 for the full control effect; nearly all actives have a fitted effect of over 60% in size
#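 Kinase-Glo luciferase light output from ATP and luciferin was measured with 10 uM ATP, within the enzyme's linear range. Buffer: 50 mM imidazole pH 7.2, 50 mM KCl, 7 mM MgCl2, 0.01% Tween 20, 0.05% BSA; luminescence read after 8 min at ambient temperature.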
# aGal spleen mod = alpha-galactosidase A (human) modulation | AID 2107 | Potency, µM (series often up to 80 µM), for inactives: at the top dose activity change, negative = inhibition, usual class: inhibitors | actives 0.008% (n = 240,000) | P06280 | human spleen homogenate, 4MU-alpha-Gal fluorescence, 40 min;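 also: potency is read from the fitted curve at half-maximal effect; 0% = enzyme with vehicle and -100% = no enzyme basal signal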
#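 Inhibition or activation of alpha-galactosidase in human spleen homogenate is scored by 4-MU fluorescence after 40 min at 37C, pH 5.0, with 1 mM substrate. AC50s come from concentration-response fitted to the Hill equation.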
# Lamin A splicing = changes lamin A minigene splicing in HeLa cells; HeLa LMNA splicing GFP/RFP minigene ratio, 48 h; Potency, µM (titrated, usually from 46.1 µM), for the others: at the highest dose ratio change, negative = inhibition, most hits filed as inhibitors; actives 0.01% (n = 200,000); active = well fitted inhibition curve with a large enough effect in the signal ratio, with a control signal flat, not every such curve was filed as active; inconclusive = small, poorly fitted or top-dose-only effect, or effect the other way, or a change in a side signal; the % refers to the signal ratio; also: potency is read from the fitted curve at half-maximal effect; % is scaled to controls: 0 for no effect and ±100 for the full control effect
#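 Read-out is the ratio of GFP to DsRed2 object intensity, acquired by 488 nm laser-scanning cytometry on HeLa lamin A-EGFP minigene reporter cells. Compound incubation 48 hrs at 37 °C in Opti-MEM with 2% FBS; DMSO 0.5% final.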
# IMPase Li inh = membrane-permeable IMPase blocker, potentiated with lithium; actives 0.35% (n = 210,000); Potency, µM (top dose mostly 59.4 µM), without a hit: at the top dose activity, negative = IMPase inhibition, hits mostly inhibitors; CHO-M1 cells, IP1 TR-FRET (IP-One), carbachol + lithium; AID 1457;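 also: IP1 builds up when IMPase is blocked and the TR-FRET signal falls; potency is read from the fitted curve at half-maximal effect; plate controls were basal vehicle for no effect and high inhibitor control for full effect; nearly all actives have a fitted effect of over 50% in size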
#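 CHO cells stably expressing M1 receptor (2000/well) were cultured 16–30 h, then exposed to compounds with a small lithium addition for 30 min at 37C. IP1 was measured by TR-FRET competition; AC50 from Hill fits.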
# Active calls of the source: *; ? = inconclusive; . = no result given; [ ] = dose if it differs, or a comment. Unless noted, calls follow the shape of the dose curve; as a rule, active = well fitted curve in the direction sought with a large enough effect; inconclusive = small, poorly fitted or top-dose-only effect, or another doubt; inactive = no such curve, though single readings can be large; an effect the other way counts as inactive or inconclusive. These rows are one share of the data; count on the stated rates, not on these rows.
# Order of results: CBFb-RUNX1 inh	Epigenetic reg	NPSR antag	KinaseGlo FLuc	aGal spleen mod	Lamin A splicing	IMPase Li inh
- O=S(=O)(c1ccccc1)c1nc(-c2ccco2)oc1Nc1ccccc1
→ -5%	0.0%	-29%	1%	-1%	21%	10%
- CCCC(c1nnnn1Cc1ccc(F)cc1)N1CCN(CC)CC1 (configuration not stated)
→ 4%	0.0%	3%	-3%	-1%	-5%[46 µM]	-2%
- CCC(=O)N1CCCc2cc(S(=O)(=O)N3CCN(c4ncccn4)CC3)ccc21
→ 2%	-3.2%	-5%[46.1 µM]	-3%	29%	-4%	-16%[38.3 µM]
- Cc1cc(C(=O)CSc2ccc(F)cc2)cc(C)c1OC(=S)N(C)C
→ 16%	-6.1%	-28%[46.1 µM]	-1%	3%	-19%	10%[38.3 µM]
- COc1cccc(-n2c(SCC(=O)Nc3nc4ccccc4s3)nc3ccccc3c2=O)c1
→ -2%	2.1%	-18%	.	8%	.	.
- COCCNC(=S)N1CCN(c2nc3ccccc3s2)CC1
→ 6%	-1.2%	-8%	-2%	-1%	.	20%
- Cc1ccc(NS(=O)(=O)c2cccc(C(=O)NN3CCOCC3)c2)cc1
→ -3%	-3.2%	8%	0%	-3%	?	-4%
- COC(=O)/C=C1/S/C(=N/NC(=O)c2ccccc2C)NC1=O
→ 1%	0.0%	-12%[46.1 µM]	-5%	2%	12%	23%[38.3 µM]
- Cc1cccc(C(C)C)c1NC(=O)c1ccc(COc2ccc3c(C)cc(=O)oc3c2)cc1
→ 4%	1.1%	-9%	-1%	1%	4%	0%
- CN(C)/C=C(\C(=O)c1ccccc1)c1nnnn1-c1ccccc1
→ 1%	-1.2%	13%	.	8%	.	.
- COc1ccc(-c2nc3c(c4c2C[C@H](c2ccccc2)OC4)CN(C(=O)C2CCCCC2)CC3)c(C)c1
→ 16%[13.1 µM]	.	.	-8%[7.66 µM]	-4%[17.5 µM]	10%[9.22 µM]	1%
- CCC(C)NCCOc1ccc(C(C)(C)c2ccccc2)cc1 (configuration not stated)
→ 4%	-2.1%	-36%	0%	4%	.	-7%
- O=C1NC2NC(=O)N(C(Cc3ccccc3)C(=O)O)C2N1 (configuration not stated)
→ 6%	-5.7%	-10%[46.1 µM]	.	-18%	2%	.
- O=C(Nc1ccccc1Cl)c1ccc(-c2ccccn2)s1
→ 6%	-0.3%	8%[7.67 µM]	.	-18%	.	.
- Cc1ccc(S(=O)(=O)C2(C(=O)Nc3cccnc3)CC2)cc1
→ 8%	-0.8%	1%[46.1 µM]	2%	-3%	-5%	21%[38.3 µM]
- Cc1c(Cl)cccc1NC(=S)N(C)CCC#N
→ -9%	9.0%	1%	4%	5%	6%[46 µM]	9%
- COc1ccc(Cl)cc1S(=O)(=O)N1CCN(C(=O)COc2ccccc2)CC1
→ 9%	0.0%	-9%[46.1 µM]	2%	10%	8%	28%[38.3 µM]
- COc1ccc(C2=NN(CCC(=O)NCc3ccc4c(c3)OCO4)C(=O)CC2)cc1
→ 0%	0.0%	5%	-1%	0%	4%	-27%
- O=C(CSc1nc2ncc(Cl)cc2[nH]1)c1c[nH]c2ccccc12
→ 13%	2.2%	52%	.	-11%	?	.
- COc1ccc(CCNC(=O)c2ccc(CNS(=O)(=O)c3ccc(C(C)(C)C)cc3)cc2)cc1OC
→ -2%	1.0%	-5%	0%	-12%	-7%	24%
- COc1ccc(C(=O)NC(=S)Nc2ccc(N3CCCC3)cc2)cc1OC
→ 1%	0.2%	13%	-1%	-2%	-8%	-1%
- COCCn1cnnc1SCC(=O)Nc1cccc(S(=O)(=O)N(C)c2ccccc2)c1
→ 0%	-0.5%	-24%	2%	11%	.	13%
- Cn1c(CN2CCOCC2)nc2cc(NC(=O)c3ccccc3Cl)ccc21
→ 7%	0.1%	1%[46.1 µM]	-1%	0%	4%	12%[38.3 µM]
- N#Cc1c(-c2ccccc2)ccn(Cc2cccc(Cl)c2)c1=O
→ 0%	0.8%	-23%[46.1 µM]	-2%	-16%	6%	-4%[38.3 µM]
- CCOC(=O)N1CCC(N(CCOC)C(=O)Nc2ccc(C)c(C)c2)CC1
→ 2%	-1.8%	-19%[46.1 µM]	-3%	-2%	2%	-8%[38.3 µM]
- C=CCOc1cccc(CNn2nnnc2N)c1
→ 0%	-3.2%	8%	3%	6%	-6%[46 µM]	-7%
- CCc1ccc2nc(N)sc2c1
→ -4%	-2.6%	22%	-5%	6%	.	-6%
- Cc1ccc(NC(=O)CCC(=O)NNC(=O)c2cccs2)c(C)c1
→ 1%	-2.3%	8%[46.1 µM]	-1%	4%	-2%	-3%[38.3 µM]
- Cc1nc(CCNC(=O)CC2C(=O)NCCN2Cc2ccoc2)nc2c1CCCC2 (configuration not stated)
→ 11%	-1.2%	-24%	.	-1%	.	-1%
- COC(=O)c1ccc(C(NC(=O)OCc2ccccc2)/C(=C/[C@@H](C)C(=O)NCc2cccnc2)c2cccnc2)cc1 (some centres not stated)
→ -14%	-0.2%	.	-1%	-5%	.	-4%
- CCOC(=O)c1c(-c2cccc([N+](=O)[O-])c2)cn2ccccc12
→ -5%	-2.7%	-21%	-2%	-9%	1%[9.22 µM]	8%
- Cn1c(C(F)(F)F)nc2c(=O)oc3ccccc3c21
→ -1%	-1.3%	-5%[46.1 µM]	-3%	?	11%	-3%[38.3 µM]
- COc1ccc(-c2cc(=NC(CC(C)C)C(=O)O)c3cc(C)ccc3o2)cc1 (configuration not stated)
→ -1%	0.0%	0%	2%	17%	0%	2%
- CC(NCCOCCOc1ccccc1)c1ccccc1 (configuration not stated)
→ 18%	-3.2%	12%	1%	2%	-8%	1%
- O=[N+]([O-])c1ccc(-c2cn(-c3ccccc3)c(=S)[nH]2)cc1
→ -2%	-1.0%	25%	-2%	2%	-12%	-4%
- COC(=O)c1sc(N)c(C(=O)OC)c1CSc1nnc(-c2ccccc2Cl)n1C
→ 5%	-0.7%	-21%[46.1 µM]	-4%	-12%	?	13%[38.3 µM]
- CCOC(=O)/C(C(=O)Nc1ccc(Br)cc1)=C1/NC(C)(C)Cc2ccccc21
→ 7%	-2.8%	-32%	2%	-4%	0%	10%
- CCOC(=O)c1c(-c2ccccc2)csc1NC(=O)CSc1nc(N)cc(N)n1
→ -9%	-1.1%	-11%	-3%	9%	?	13%
- NC(=O)c1ccccc1NC(=O)Nc1cccc2ccccc12
→ -1%	-0.1%	2%	-3%	-2%	.	-2%
- COc1ccc(N(CC(=O)Nc2ccccc2SC)S(C)(=O)=O)cc1OC
→ 3%	0.0%	-4%[46.1 µM]	3%	8%	-10%	15%[38.3 µM]

# (next part)
# Letter code: A = CBFb-RUNX1 inh; B = Epigenetic reg; C = NPSR antag; D = KinaseGlo FLuc; E = aGal spleen mod; F = Lamin A splicing; G = IMPase Li inh
CC/C(=C\C(=O)c1ccncc1)Nc1ccc(Br)cc1
  A: -2%; B: -0.7%; C: ?; D: 0%; E: -4%; F: 2%; G: 4%[38.3 µM]

O=C1c2ccccc2C(=O)N1CCc1nc2ccccc2c(=O)n1Cc1ccco1
  A: 0%; B: -1.4%; C: ?; D: -2%; E: 0%; F: ?; G: 2%[38.3 µM]

COc1ccc(N/C=C2\CCc3ccccc3C2=O)cc1
  A: 13%; B: -4.9%; C: 22%; D: 11µM*; E: -16%; F: -5%[46 µM]; G: 6%

COC(=O)C1CCN(S(=O)(=O)Cc2ccccc2)CC1
  A: -2%; B: -1.0%; C: ?; D: 3%; E: -3%; F: 0%; G: 9%[38.3 µM]

CSCCC(NC(=O)c1ccc(Br)cc1)C(=O)O (configuration not stated)
  A: 9%; B: -1.5%; C: 7%; D: 2%; E: 6%; F: ?; G: 1%

CN(CCc1cn[nH]c1)Cc1nc(Cc2ccccc2F)no1
  A: 4%; B: -0.1%; C: -7%; D: .; E: 1%; F: .; G: 0%

CC(NC(=O)c1ccnc(C(C)(C)C)c1)c1ccccc1 (configuration not stated)
  A: 10%; B: 1.1%; C: -2%[46.1 µM]; D: 0%; E: -1%; F: ?; G: 31%[38.3 µM]

CCCC(=O)Nc1ccc(C(=O)Nc2cccc(OC)c2)cc1
  A: 4%; B: -1.9%; C: 1%; D: -19%; E: 14%; F: ?; G: -24%

COCCCn1c(C(C)C)nc2oc3cc(OC)ccc3c(=O)c2c1=O
  A: 4%; B: 1.5%; C: -12%[46.1 µM]; D: 0%; E: 3%; F: -1%; G: -1%[38.3 µM]

O=C(NC(Cc1c[nH]c2ccccc12)C(=O)O)/C(=C\c1ccc2c(c1)OCO2)NC(=O)c1ccccc1 (configuration not stated)
  A: -1%; B: 2.1%; C: 3%; D: .; E: 1%; F: .; G: .

# Record cards, from the list above. Order of screens: CBFb-RUNX1 inh	Epigenetic reg	NPSR antag	KinaseGlo FLuc	aGal spleen mod	Lamin A splicing	IMPase Li inh
# O=C(NC(Cc1c[nH]c2ccccc12)C(=O)O)/C(=C\c1ccc2c(c1)OCO2)NC(=O)c1ccccc1 (configuration not stated) in the list: -1%	2.1%	3%	.	1%	.	.
# O=C1c2ccccc2C(=O)N1CCc1nc2ccccc2c(=O)n1Cc1ccco1 in the list: 0%	-1.4%	?	-2%	0%	?	2%[38.3 µM]

# Exported as labelled records: part of the list above
CCCC(=O)Nc1ccc(C(=O)Nc2cccc(OC)c2)cc1
  CBFb-RUNX1 inh = 4%
  Epigenetic reg = -1.9%
  NPSR antag = 1%
  KinaseGlo FLuc = -19%
  aGal spleen mod = 14%
  Lamin A splicing = ?
  IMPase Li inh = -24%

CN(CCc1cn[nH]c1)Cc1nc(Cc2ccccc2F)no1
  CBFb-RUNX1 inh = 4%
  Epigenetic reg = -0.1%
  NPSR antag = -7%
  KinaseGlo FLuc = .
  aGal spleen mod = 1%
  Lamin A splicing = .
  IMPase Li inh = 0%

O=C(NC(Cc1c[nH]c2ccccc12)C(=O)O)/C(=C\c1ccc2c(c1)OCO2)NC(=O)c1ccccc1 (configuration not stated)
  CBFb-RUNX1 inh = -1%
  Epigenetic reg = 2.1%
  NPSR antag = 3%
  KinaseGlo FLuc = .
  aGal spleen mod = 1%
  Lamin A splicing = .
  IMPase Li inh = .

COc1ccc(N/C=C2\CCc3ccccc3C2=O)cc1
  CBFb-RUNX1 inh = 13%
  Epigenetic reg = -4.9%
  NPSR antag = 22%
  KinaseGlo FLuc = 11µM*
  aGal spleen mod = -16%
  Lamin A splicing = -5%[46 µM]
  IMPase Li inh = 6%
